Bioassay records (PubChem BioAssay)
NadD inh = inhibitors of Staphylococcus aureus NadD | purified NadD enzyme, colorimetric absorbance read-out | 0.78% of 360,000 active | inhibition, % at 20 µM | AID 602399; in the data active = inhibition above about 26%; also: some compounds past the cut are filed as inactive
SUMO1 PPI mod = modulators of human SUMO1-mediated protein-protein interactions. P63165. SUMO1 binding to a labelled peptide, TR-FRET, 1 h. inhibition, % at 20 µM. 0.33% of 360,000 active. AID 602429; in the data active = inhibition above about 37%
Target sequence (P63165 whole entry, looked up): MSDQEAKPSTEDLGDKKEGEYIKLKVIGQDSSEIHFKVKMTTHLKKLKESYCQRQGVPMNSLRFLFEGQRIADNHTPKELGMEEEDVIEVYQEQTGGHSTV
LMPTP inh = blocks human LMPTP phosphatase; recombinant LMPTP-A, OMFP fluorogenic substrate, fluorescence intensity; inhibition, % at 20 µM; 0.22% of 360,000 active;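 active = compounds that cut the enzyme signal by at least half of the control window in the single-dose screen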;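 also: plate controls were DMSO wells with enzyme plus substrate for no effect and substrate without enzyme for full effect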
Target sequence (P24666 whole entry, looked up): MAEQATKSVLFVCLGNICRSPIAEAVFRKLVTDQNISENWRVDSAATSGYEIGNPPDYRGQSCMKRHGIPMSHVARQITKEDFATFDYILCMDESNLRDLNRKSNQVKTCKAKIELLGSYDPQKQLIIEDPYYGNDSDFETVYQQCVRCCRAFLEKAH
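Buffer or medium: Bis-Tris pH 6.0, DTT, detergent; Assay system: LMPTP-A enzyme; Quantity: 0.625 nM enzyme; Detection: endpoint fluorescence intensity; Times: 50 min dark incubation at room temperature; Controls: substrate-only low control, DMSO enzyme-plus-substrate high control; Doses: single 20 µM dose; Read-out: percent inhibition versus substrate-only and uninhibited controls; Reagent: 400 µM OMFP.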
Rpn11 inh = blocks the human proteasome subunit Rpn11; human 26S proteasome, Ub4-pepOG fluorescence polarization; 20S core pre-blocked with epoxomicin; O00487; 0.59% of 360,000 active; calls only at 20 µM;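 active = inhibition at 20 µM, scaled to each plate's controls, above about 33%, limit read from the data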
Scp1 inh = inhibitors of human Scp-1 phosphatase; AID 493091; inhibition, % at 20 µM; Q9GZU7; Recombinant Scp1, phosphopeptide, malachite green phosphate absorbance; 0.88% of 340,000 active;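 active = inhibition above about 50% at 20 µM, limit read from the data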;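 also: plate controls were DMSO wells with enzyme for no effect and wells lacking enzyme for full effect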
Target sequence (Q9GZU7 76-261 limits assumed): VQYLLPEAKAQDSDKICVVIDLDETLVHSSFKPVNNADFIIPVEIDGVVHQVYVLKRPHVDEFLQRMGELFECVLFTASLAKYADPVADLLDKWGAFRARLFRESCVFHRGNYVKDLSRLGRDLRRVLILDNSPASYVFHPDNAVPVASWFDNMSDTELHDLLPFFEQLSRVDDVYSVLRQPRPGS
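assay system = SCP-1 phosphatase catalytic domain, residues 76-261 | buffer or medium = 50 mM Tris acetate pH 5.5, 0.005% Tween-20, 10 mM MgCl2 | incubation = enzyme reaction 45 min at room temperature, colour 5 min, stabilisation 30 min | signal = Phosphate-binding colour reagent, absorbance read at 630 nm | measure = % inhibition at 20 µM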
DNMT1 block = DNMT1 (human) enzyme inhibition; P26358; DNMT1 molecular beacon, Hinp1I cleavage, fluorescence; inhibition (reported as % activation of signal), % at 10 µM; 0.83% of 360,000 active; in the data active = inhibition above about 50%
MT1-MMP act inh = inhibitors of human MT1-MMP activation; HT1080 RFP-PRO-GFP cells, GFP/RFP ratio fluorescence, overnight; percent of plate control window, DMSO zero; AID 651647; 0.061% of 360,000 active; GFP/RFP ratio change, % at 20 µM;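 active = GFP/RFP ratio change of at least 30% with cell ATP level not reduced by more than half and red fluorescence within 50% of control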; also: strong numbers were not always called active
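Assay system: HT1080 RFP-PRO-GFP cells | Dosing: 20 µM single dose, 1% DMSO | Incubation: Cells overnight before dosing, compound overnight, 37 °C, 5% CO2 | Evaluation: GFP/RFP fluorescence ratio | Control set: DMSO-only wells and HT1080 RFP-L50D-GFP cell wells as references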
SKN-1 inh = C. elegans SKN-1 inhibition | C. elegans VP596 Pgst-4::GFP/RFP ratio, acrylamide-induced, 24 h | 0.49% of 360,000 active | inhibition, % at 21.8 µM;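 active = interference check ratio from 0.5 to 1.5 plus GFP to RFP signal ratio inhibition reaching or exceeding a fixed threshold, cut at about 30% in these data, passing the limit was not always enough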; also: some compounds called inactive have numbers as strong as hits
NRP1-CendR mod = alters CendR peptide binding to human NRP-1; FAM-RPARPAR peptide binding to NRP-1, fluorescence polarization; O14786; AID 602438; 0.85% of 360,000 active; inhibition, % at 25 µM;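 active = inhibition or corrected inhibition above about 18%, plus a signal ratio from 0.5 to 1.5, limit read from the data, passing the limit was not always enough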; also: strong numbers were not always called active
STEP inh = STEP (human) phosphatase inhibition; P54829; recombinant STEP, OMFP fluorogenic substrate, fluorescence; inhibition, % at 20 µM; 0.25% of 360,000 active;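 active = inhibition at 20 µM, scaled per plate between control wells, above about 37%, limit read from the data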;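 also: 0% = DMSO with enzyme and substrate and 100% = substrate only without enzyme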
Target sequence (P54829 whole entry, looked up): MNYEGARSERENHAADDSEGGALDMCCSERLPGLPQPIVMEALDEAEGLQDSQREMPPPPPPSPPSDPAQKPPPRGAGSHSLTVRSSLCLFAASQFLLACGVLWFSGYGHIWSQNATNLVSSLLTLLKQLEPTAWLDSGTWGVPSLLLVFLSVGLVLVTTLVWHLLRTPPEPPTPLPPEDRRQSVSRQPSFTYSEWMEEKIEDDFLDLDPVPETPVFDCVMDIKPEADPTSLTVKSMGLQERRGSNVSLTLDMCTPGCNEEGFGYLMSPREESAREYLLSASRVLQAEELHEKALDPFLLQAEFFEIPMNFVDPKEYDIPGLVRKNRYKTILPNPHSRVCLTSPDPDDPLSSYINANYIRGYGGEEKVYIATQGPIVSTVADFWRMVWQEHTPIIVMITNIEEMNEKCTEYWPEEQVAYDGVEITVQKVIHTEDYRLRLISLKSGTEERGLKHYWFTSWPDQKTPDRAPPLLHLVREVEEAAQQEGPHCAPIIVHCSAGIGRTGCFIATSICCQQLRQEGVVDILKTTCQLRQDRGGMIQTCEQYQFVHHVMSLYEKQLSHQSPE
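material = STEP tyrosine phosphatase | reagent = fluorogenic phosphatase substrate OMFP at 25 µM final | doses = single compound dose of 20 µM, 1% DMSO final | schedule = 20 min reaction, room temperature, in the dark | measured by = fluorescence, 480/540 nm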
* hit, by the source's call; i = inactive; nt = not tested or not shown; + = active, no number. Outcome played no part in choosing rows. Share with any hit: about 3.9%.

Sample of the layout (6 entries):
SMILES	NadD inh	SUMO1 PPI mod	LMPTP inh	Rpn11 inh	Scp1 inh	DNMT1 block	MT1-MMP act inh	SKN-1 inh	NRP1-CendR mod	STEP inh
Oc1ccc(-c2nc3ccccc3s2)c(O)c1	-2	0	3.7	i	-13	-1	-9	5	4	-4
O=C(c1c(F)cccc1F)N(Cc1ccccn1)C1CC1	-2	-2	-1.3	i	-3	-4	-5	-7	20	-1
CCCC(=O)Nc1ccc(S(=O)(=O)N2CCc3ccccc32)cc1	1	4	-0.5	i	nt	-2	3	10	-6	-2
O=C1/C(=C/c2cccc(Br)c2)SC(=S)N1/N=C/c1cc([N+](=O)[O-])ccc1O	3	-1	1.1	i	-4	34	4	-3	-5	1
COc1ccc(NC(=O)C(C)N2C(=O)c3ccccc3C2=O)cc1S(=O)(=O)N1CCOCC1 (configuration not stated)	1	-3	0.0	i	-1	4	2	7	1	-1
CC(=O)Nc1cc(NC(=O)CCCC(=O)O)ccc1Cl	-1	-3	1.2	i	-5	5	-7	-3	6	3

Results (from the top)
SMILES	NadD inh	SUMO1 PPI mod	LMPTP inh	Rpn11 inh	Scp1 inh	DNMT1 block	MT1-MMP act inh	SKN-1 inh	NRP1-CendR mod	STEP inh
Oc1ccc(-c2nc3ccccc3s2)c(O)c1	-2	0	3.7	i	-13	-1	-9	5	4	-4
O=C(c1c(F)cccc1F)N(Cc1ccccn1)C1CC1	-2	-2	-1.3	i	-3	-4	-5	-7	20	-1
CCCC(=O)Nc1ccc(S(=O)(=O)N2CCc3ccccc32)cc1	1	4	-0.5	i	nt	-2	3	10	-6	-2
O=C1/C(=C/c2cccc(Br)c2)SC(=S)N1/N=C/c1cc([N+](=O)[O-])ccc1O	3	-1	1.1	i	-4	34	4	-3	-5	1
COc1ccc(NC(=O)C(C)N2C(=O)c3ccccc3C2=O)cc1S(=O)(=O)N1CCOCC1 (configuration not stated)	1	-3	0.0	i	-1	4	2	7	1	-1
CC(=O)Nc1cc(NC(=O)CCCC(=O)O)ccc1Cl	-1	-3	1.2	i	-5	5	-7	-3	6	3
Cc1cc(N(C)C)cc(C)[n+]1[O-]	-2	-2	-1.2	i	1	0	0	23	6	0
O=C(COC(=O)/C=C/c1cccc(Br)c1)Nc1ccc(Cl)cn1	0	-5	0.2	i	nt	12	0	11	7	0
O=C(O)C1CCCCC1C(=O)Nc1cc(C(F)(F)F)ccc1Cl (configuration not stated)	-9	-2	-3.4	i	-13	-3	-2	3	13	-4
CN1CCN(S(=O)(=O)c2ccc(NC(=O)c3ccccc3Cl)cc2)CC1	-5	4	-0.8	i	8	2	1	-13	5	0
O=C(O)C1CCCCC1C(=O)NCCc1c[nH]c2ccccc12 (configuration not stated)	0	-1	0.5	i	10	0	-3	37*	2	1
CC(C)CCOc1cccc(OCC(=O)N(C)C2CCS(=O)(=O)C2)c1 (configuration not stated)	-4	2	-0.8	i	-3	3	2	-6	1	-2
COc1ccc(C(=O)N2CCNC(=O)C2CC(=O)Nc2ccc(C)cc2)cc1 (configuration not stated)	-7	8	-1.1	i	-8	0	10	1	-15	-2
Fc1ccc(-c2nc3ccc(Br)cn3c2Cc2ccsc2)cc1	5	8	1.8	i	nt	-34	1	25	-18	-2
CNC(=O)c1cc(S(=O)(=O)N(C)C)ccc1Cl	-3	-2	-1.2	i	-11	2	5	12	12	-3
O=C(Nc1cccc2cccnc12)c1ccc(Br)cc1Br	0	2	-0.5	i	5	5	0	-11	-4	0
CC(=O)C[C@H](O)CC(=O)[C@@H]1OC(=O)[C@@H](C)C/C=C\Cc2ccccc21	3	3	-0.6	i	-5	6	-1	5	-4	-3
Cc1ccc2c(c1)N1C(=O)c3ccccc3C1C1=C(CC(C)(C)CC1=O)N2 (configuration not stated)	0	5	1.4	i	-1	4	5	-4	7	-1
COc1ccc(Cc2nnc(SCC(=O)c3ccccc3)o2)cc1	1	-2	1.1	i	-7	-1	13	15	22	3
N#C/C(=C\C=C\c1ccccc1[N+](=O)[O-])c1nc(-c2ccc3c(c2)OCO3)cs1	5	-8	5.4	i	-2	15	-202	8	-37	4
CCc1ccc2c(c1)C1(SC(NC(C)=O)=NN1C(C)=O)C(=O)N2C(C)C (configuration not stated)	3	-2	-0.6	i	-8	-1	5	6	7	0
O=S(=O)(c1ccc(=S)[nH]c1)N1CCCCC1	1	-1	-0.5	i	0	-2	-3	-11	9	-2
CC(Oc1ccccc1F)c1nnc(SCC(=O)c2c(N)n(C3CC3)c(=O)[nH]c2=O)o1 (configuration not stated)	4	3	-1.3	i	-4	1	2	2	7	1
C=C(C)Cc1c(C)nc(-c2ccccc2)[nH]c1=O	-3	2	-2.0	i	-5	4	-1	-1	-7	-3
Cc1ccc(S(=O)(=O)NC(CC(C)C)C(=O)Oc2ccc3c4c(c(=O)oc3c2)CCC4)cc1 (configuration not stated)	-7	-2	3.6	i	-10	3	0	4	2	2
COc1ccc(C(=O)OCCNC(=O)c2c(Cl)nc3ccccn23)cc1	2	3	-2.6	i	-8	-1	4	-13	0	1
Cn1c(N)c(C(=O)COC(=O)C2(c3ccc(Cl)cc3)CCCC2)c(=O)n(C)c1=O	-12	-1	2.4	i	-20	-8	-1	-5	-2	2
O=[N+]([O-])c1cccc(-c2ccc3nnc(SCc4ccccn4)n3n2)c1	9	-17	0.7	i	1	49	-8	6	-1	0
CCN(CC(=O)Nc1ccc(NC(C)=O)cc1)C(=O)c1ccc2c(c1)S(=O)(=O)N=C1CCCCCN12	6	-2	-0.4	i	34	-1	2	7	-9	0
c1ccc(-c2nc3c4ccccc4ccn3c2CN2CCCCC2)cc1	-9	-1	1.4	i	-10	5	-4	-6	1	-2
COc1ccc(NC(=O)C2CC(=O)n3ncnc3N2)cc1 (configuration not stated)	0	-3	-0.6	i	-6	3	2	6	3	1
O=C1/C(=C/c2ccco2)SC(=S)N1CCC(=O)N1CCCCC1CCO (configuration not stated)	16	-11	11	i	48	5	12	19	-30	10
Cc1nc(NNC(=O)c2ccc([N+](=O)[O-])cc2)cc(-c2ccccc2)n1	-6	-24	2.3	i	-10	-3	0	2	4	0
CCCCOc1ccc(CSc2nnc(C)n2N)cc1[N+](=O)[O-]	-2	-4	-0.1	i	1	1	3	8	3	0
COc1ccc(OC)c(Nc2nc3nonc3nc2N2CCCC(C)C2)c1 (configuration not stated)	0	-6	0.3	+	-8	36	-12	-4	-31	1
CC1CCCCC1NC(=O)CN1C(=O)NC(C)(c2cc(F)ccc2F)C1=O (configuration not stated)	1	-2	-0.9	i	-1	0	3	-1	4	1
COCCN1Cc2cccc(C(=O)Nc3cccc(C)c3C)c2C1=O	1	5	0.4	i	-5	1	1	5	1	-5
CC(c1ccco1)N(C(=O)COc1ccccc1[N+](=O)[O-])c1ccccn1 (configuration not stated)	-4	-7	-1.1	i	-14	1	0	-19	9	4
CCOC(=O)c1[nH]c2ccc(OC)cc2c1NS(=O)(=O)c1ccc(Cl)s1	-9	-1	1.4	i	-16	-8	-8	-4	-10	3
COc1ccc2cc(C(N)=O)/c(=N\NC(=O)c3ccccc3)oc2c1	-3	-25	1.9	i	-1	0	-4	1	2	0
O=C(NN1CCOCC1)C12CC3CC(CC(C3)C1)C2	0	4	-3.6	i	-4	4	2	-4	14	-10
CN1C(=O)C2(Oc3ccccc3C3CC(c4ccccc4)=NN32)c2ccccc21 (configuration not stated)	4	-1	1.0	i	-7	-25	-5	1	-10	0
CCc1cc(=O)oc2c(C)c(OC(C)C(=O)NCCCn3ccnc3)ccc12 (configuration not stated)	-1	7	0.3	i	0	-1	7	-3	12	0
O=C(c1ccc(S(=O)(=O)N2CCCCCC2)cc1)N1CCN(c2ccccn2)CC1	1	-1	-0.1	i	1	1	4	-4	-5	-2
O=C(Nc1nnc(Cc2ccc(Cl)cc2)s1)c1cccnc1	5	15	-0.2	i	-1	-4	1	10	-9	1
CC(=O)Nc1ccc(S(=O)(=O)Oc2cccc(/C=N/N=C3/NC(=O)C(CC(=O)O)S3)c2)cc1 (configuration not stated)	0	4	-0.4	i	9	0	-4	-9	-28	1
COc1ccc(CCN=C(N)NS(=O)(=O)c2ccc(OC)c(OC)c2)cc1OC	-3	1	-0.3	i	-5	0	2	5	-12	-2
CC(C)N(C(=O)Cn1cc(SCC(=O)N2CCCC2)c2ccccc21)C(C)C	-3	-1	-2.0	i	-3	-4	1	6	3	4
Cc1cccc(C)c1NC(=O)CNC(=O)c1ccc2ccccc2n1	1	-7	-0.6	i	-3	0	4	20	6	-4
c1cn(CCCNc2ncnc3sc4c(c23)CCC4)cn1	1	-2	2.0	i	0	1	-1	5	7	-1
CC(C)c1ccc(NC(=O)Cn2c(=O)oc3cccnc32)cc1	-2	3	-0.5	i	-4	1	8	1	-9	-3
CCN(c1ccccc1)c1cc(C)nc2ncnn12	-2	2	0.7	i	-8	0	-1	10	-7	0
Cc1csc2nc(CNC(=O)c3cccc(C(F)(F)F)c3)cn12	7	-6	-4.0	i	-15	2	8	11	16	-3
CCc1ccccc1NC(=O)CNC(=O)CCC(=O)c1cc(C)sc1C	4	1	-0.4	i	nt	-1	-1	14	-16	0
Cc1ccc(N(CCC#N)C(=O)CSc2nc3ccccc3c(=O)[nH]2)cc1	-6	-3	-1.8	i	-4	4	-5	9	2	1
COC(=O)[C@@]12CCCN1[C@H](c1ccc(-c3ccc(F)cc3)c(OC)c1)[C@H]1C(=O)N(C)C(=O)[C@H]12	5	0	-1.8	i	1	1	2	2	16	-2
COc1ccc(CCNC(=O)c2nnn(CC(=O)Nc3cccc(F)c3)c2N)cc1OC	-1	-2	-0.2	i	-5	-3	4	18	2	0
O=C(CNC1CCCC1)Nc1cc(Cl)ccc1[N+](=O)[O-]	-5	-35	3.2	i	-9	8	-2	-6	9	0
CCC(=O)N(Cc1cc2cc(OC)ccc2[nH]c1=O)c1ccccc1C	-3	2	-1.9	i	-4	0	1	19	2	1
O=S(=O)(c1ccccc1)N1CCN=C1SCc1ccc(Cl)cc1	0	4	1.5	i	-4	2	0	9	-5	-4
CCCCC1=CC2=CC(=O)C(C)(OC(=O)CCc3ccccc3)C(=O)C2=CO1 (configuration not stated)	66*	5	1.5	i	-4	-12	-3	24	-100	-2
CC(C)(C)c1ccc(-c2nc3cc(N)ccc3o2)cc1	0	6	0.4	i	3	-5	2	24	-19	1
CCOc1ccc(OCCOCCOc2c(Cl)cccc2Cl)cc1	-2	3	2.3	i	-14	-4	4	9	-1	5
